# SIRT5 inh: SIRT5 desuccinylase inhibitors, primary screen, biochemical, fluorescence imaging, single point, set 5 | Purified SirT5, succinyl-peptide AMC, trypsin-coupled fluorescence | inhibition, % at 15 µM | actives 1.1% (n = 330,000) | AID 652115, 2013; in the data active = inhibition above about 15%; inconclusive = no clear call, values can overlap the other calls
# Target sequence (Q9NXA8 whole entry, looked up): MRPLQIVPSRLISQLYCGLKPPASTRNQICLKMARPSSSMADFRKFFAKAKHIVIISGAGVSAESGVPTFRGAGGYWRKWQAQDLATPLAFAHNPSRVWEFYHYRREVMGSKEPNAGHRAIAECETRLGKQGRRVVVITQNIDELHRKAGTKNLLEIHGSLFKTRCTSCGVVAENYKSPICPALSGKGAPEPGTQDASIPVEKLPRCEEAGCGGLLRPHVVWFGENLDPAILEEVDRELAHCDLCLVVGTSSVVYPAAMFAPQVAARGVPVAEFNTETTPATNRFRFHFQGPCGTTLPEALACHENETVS
# LGR2 inh: inhibitors of bursicon-induced LGR2 CRE-luciferase signal, primary screen, cell-based, HEK293, CRE-luciferase reporter, bursicon stimulation; Drosophila bursicon receptor LGR2 (rickets); bursicon-stimulated, 4 h; inhibition, % at 9.99 µM; actives 0.35% (n = 380,000);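 active = drop in luminescence signal, shown as inhibition above about 50% in the replicate tests, limit read from the data, passing the limit was not always enough; inconclusive = probably only some replicates passing the limit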;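 also: agonist challenge used bursicon conditioned medium at about half maximal strength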
# PAX8 reporter: inhibitors of PAX8-driven TPO luciferase reporter, primary screen, RMG-I cells, single concentration; inhibition, % at 12.6 µM; SteadyGlo, 24 h; AID 652154, 2013; actives 1.2% (n = 360,000);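 active = mean replicate inhibition at least 60% with every replicate also reaching 60%; inconclusive = only one of the two criteria is met; inactive = mean below 60% and not all replicates reaching 60%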;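 also: luciferase light reporting Pax8 driven TPO promoter activity; plate controls were median of neutral control wells for no effect and mitoxantrone controls for full effect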
# ARNT TACC3 PPI: disruptors of ARNT/TACC3 protein interaction, primary screen, biochemical, AlphaScreen, single concentration | Transforming acidic coiled-coil-containing protein 3 (Homo sapiens), Q9Y6A5 | AlphaScreen His-ARNT PAS-B/GST-TACC3 binding, luminescence; TACC3 fragment carries E629A point mutation | inhibition, % at 9.99 µM | actives 0.66% (n = 390,000);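 active = mean inhibition of replicates at least 50% and at least half of replicates each reaching 50%; inconclusive = half or more replicates reach 50% but mean below 50%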;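 also: 0% = complete ARNT plus TACC3 wells and 100% = ARNT alone without TACC3; many hits fall short of the cut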
# EWS-Fli block: EWS/Fli-driven NR0B1 reporter inhibitors, primary screen, A673 cells, NR0B1 luciferase, luminescence, MLPCN library; viability-normalised; inhibition, % at 12.6 µM; AID 651661, 2012; actives 0.67% (n = 350,000);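 active = mean inhibition of at least 50% after viability correction, with every replicate also passing that limit; inconclusive = mean reaches 50% but only one of two replicates passes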;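 also: firefly luciferase signal divided by Alamar Blue viability fluorescence both relative to DMSO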
# DENV2 CPE: inhibitors of DENV2 cytopathic effect, primary screen, cell-based, plate reader, single concentration | CPE inhibition, % at 9.99 µM | AID 651640, 2012 | DENV2-infected cells, cytopathic effect rescue | actives 1.7% (n = 350,000); in the data active = CPE inhibition above about 20%, passing the limit was not always enough; inconclusive = no clear call, values can overlap the other calls; tested in BHK-21 cells;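 also: 0% = median of neutral control wells and 100% = median of positive control wells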
# CASP6 VEID inh: human caspase-6 inhibitors, primary screen, biochemical, VEID-R110 fluorescence, single point, set 2; purified caspase-6, Z-VEID-R110 cleavage fluorescence; inhibition, % at 12.5 µM; actives 0.53% (n = 350,000); AID 686996, 2013;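 active = mean inhibition across replicates at least about 35%, with every replicate also reaching that limit, limit read from the data; inconclusive = only one of the two criteria met; inactive = neither criterion met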;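 also: 0% = median of neutral control wells and 100% = no fluorescence left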
# Target sequence (P55212 24-179 limits assumed): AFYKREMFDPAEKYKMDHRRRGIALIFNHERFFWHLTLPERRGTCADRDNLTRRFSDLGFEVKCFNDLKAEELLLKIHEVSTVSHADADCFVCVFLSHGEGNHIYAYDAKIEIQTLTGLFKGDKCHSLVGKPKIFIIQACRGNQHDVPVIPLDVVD
# Target sequence (P55212 194-293 limits assumed): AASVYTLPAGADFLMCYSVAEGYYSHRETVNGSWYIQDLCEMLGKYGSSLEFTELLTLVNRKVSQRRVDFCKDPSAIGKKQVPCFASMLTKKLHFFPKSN
# * = called active by the depositor; ? = inconclusive; . = no result given; & = joins results of further samples.
# The line under a structure holds: EWS-Fli block	LGR2 inh	ARNT TACC3 PPI	SIRT5 inh	PAX8 reporter	CASP6 VEID inh	DENV2 CPE
> CCc1cccc(OCC(=O)Nc2cc(Cl)ccc2-n2cncn2)c1
    6	6	.	-6	12	6	-3
> Cc1ccccc1NC(=O)CC(=O)c1ccccc1
    -48	-2	2	0	-24	-2	0
> C[C@H]1CN([C@@H](C)CO)C(=O)Cc2cc(NS(=O)(=O)c3ccccc3)ccc2O[C@H]1CN(C)S(C)(=O)=O
    -11	1	9	-4	2	0	-1
> Cc1ccc2nc(COC(=O)CNC(=O)c3ccccc3)cn2c1
    -5	12	-1	-3	-4	-5	0
> COc1ccc(OC)c(NC(=O)C2CC2c2ccccc2)c1 (stereo not given)
    -10	4	2	-1	8	0	14
> O=C(c1cccs1)N1CCN=C1SCc1ccccc1F
    -3	.	-5	-3	7	-1	4
> C[C@H]1CN([C@@H](C)CO)S(=O)(=O)c2ccc(C#CC3CC3)cc2O[C@@H]1CN(C)Cc1ccncc1
    39	-30	23	2	.	2	42*
> Cc1cc(C(=O)N2CCCC(C(=O)c3ccc(Cl)cc3C)C2)no1 (stereo not given)
    .	11	5	-1	22	0	10
> Cc1noc(C)c1NC(=O)N(C)C[C@@H]1Oc2ccc(NC(=O)Nc3ccc(F)cc3)cc2C(=O)N([C@H](C)CO)C[C@@H]1C
    -9	16	-7	3	.	3	-2
> CC(C)COP(=O)(c1ccc(N(C)C)cc1)C(O)c1cccnc1 (stereo not given)
    10	0	5	.	5	-2	-6
> COc1cccc(NC(=O)CN(C)C(=O)c2cc3c(s2)CCCC3)c1
    -41	-6	-18	-6	6	3	?
> CN1OC[C@@H]2CN(CC3CCCCC3)[C@H](c3ccc(-c4ccc(C#N)cc4)cc3)C[C@@H]21
    6	21	.	0	0	-7	18
> COc1cccc(N/C=C/C(=O)c2ccc(Cl)cc2)c1
    1	9	-2	0	22	-7	10
> CN1CCN(C(=O)C[C@@H]2CC[C@@H]3[C@@H](COc4ccc(NC(=O)C5CCC5)cc4C(=O)N3C)O2)CC1
    -6	3	.	0	5	-1	?
> COCC(=O)Nc1ccc2c(c1)[C@H]1C[C@H](CC(=O)NCc3ccc4c(c3)OCO4)O[C@H](CO)[C@H]1O2
    -5	4	.	1	-15	-1	-2
> C[C@H](CO)N1C[C@H](C)[C@H](CN(C)C(=O)Nc2ccc(C(F)(F)F)cc2)Oc2ccc(NC(=O)Cc3ccccc3)cc2C1=O
    .	17	-1	-3	4	2	0
> CC1(c2nnnn2Cc2ccccc2)CCC(=O)N1C1CC1 (stereo not given)
    -8	4	.	.	-21	-2	0
> Cc1cc(Cl)c2oc(C(=O)N(C)Cc3nccn3C)c(C)c2c1
    -18	1	1	-1	-9	2	9
> CCCS(=O)(=O)NC(=O)C1(C)CCN(C(=O)Cc2cccc(OC)c2)C1 (stereo not given)
    0	20	.	3	.	-1	-3
> COCC(=O)N1CCCCN2[C@H](CO)[C@@H](c3ccc(-c4cccc(C)c4)cc3)[C@@H]2C1
    -11	-9	-7	-3	-20	-2	2
> CCOC(=O)N1CCN(C(=O)CCc2ccccc2)CC1
    -1	8	-3	.	-4	-1	?
> CN(C)c1c(N)[nH]c2c(c1=O)c(=O)n(C)c(=O)n2C
    16	.	5	-2	32	3	-2
> C[C@@H]1CN([C@H](C)CO)C(=O)CCCn2cc(nn2)CO[C@H]1CN(C)C(=O)Nc1cccc2ccccc12
    5&4&0	8&1	1&3	-1&-1&-4	21&10	11&17&-3	?
> OC(c1ccc2c(c1)OCO2)c1nccc2ccccc12 (stereo not given)
    -12	-7	-5	3	.	2	7
> CC(=O)Nc1ccc(OC(=O)c2c(-c3ccccc3Cl)noc2C)cc1
    .	22	-1	.	10	.	.
> Cc1cc(Oc2cccc3c2S(=O)(=O)N(C2CCCC2)CC(COCc2ccccc2)O3)cc(C)c1C (stereo not given)
    10	-16	21	-3	18	-1	-7
> COc1ccc(C2C(C(C)=O)=C(O)C(=O)N2c2nc3ccccc3s2)cc1OC (stereo not given)
    -15	-6	-6	3	4	2	7
> COc1ccc(NC(=O)Nc2ccc3c(c2)C(=O)N([C@H](C)CO)C[C@H](C)[C@H](CN(C)C(=O)NC2CCCCC2)OCCCC[C@@H](C)O3)cc1
    -9	19	-10	-1	-22	1	-10
> O=C(NCCCN1CCCC1=O)c1ccc2c(=O)n(-c3ccccc3F)c(=S)[nH]c2c1
    5	-9	3	-1	4	-1	3
> COc1ccccc1NS(=O)(=O)c1ccc(C)c(NC(=O)C2CCCO2)c1 (stereo not given)
    -26	-5	-1	-2	22	-2	7

# As entered above:
# OC(c1ccc2c(c1)OCO2)c1nccc2ccccc12 (stereo not given) – CASP6 VEID inh = 2
# Cc1noc(C)c1NC(=O)N(C)C[C@@H]1Oc2ccc(NC(=O)Nc3ccc(F)cc3)cc2C(=O)N([C@H](C)CO)C[C@@H]1C – CASP6 VEID inh = 3

# (more compounds)
# The line under a structure holds: EWS-Fli block	LGR2 inh	ARNT TACC3 PPI	SIRT5 inh	PAX8 reporter	CASP6 VEID inh	DENV2 CPE
> COc1ccc(CNS(=O)(=O)c2ccc(-c3ccc(=O)[nH]n3)o2)cc1
    -4	10	-2	-6	-9	4	-5
> C[C@@H]1CCCCO[C@H](CN(C)CC2CC2)[C@@H](C)CN([C@H](C)CO)C(=O)c2cc(NS(=O)(=O)c3ccc(Cl)cc3)ccc2O1
    2	6	-9	0	-20	-5	16
> COC(=O)[C@@H]1[C@@H](CO)[C@@H]2Cn3c(ccc(-c4ccc(F)cc4)c3=O)[C@@H]2N1C(=O)C1CC1
    2	2	4	-5	.	3	2
> CCCNC(=O)C[C@H]1CC[C@@H]2[C@H](COC[C@@H](O)CN2C(=O)c2cc(Cl)cc(Cl)c2)O1
    -1	3	3	-1	3	0	0
> C[C@H](CO)N1C[C@H](C)[C@H](CN(C)C(=O)Nc2ccc3c(c2)OCO3)Oc2ccc(NC(=O)CCN3CCOCC3)cc2C1=O
    -9	0	-6	-5	.	-1	5
> CC1CCc2nc3ccc(S(=O)(=O)N4CCC(C(=O)NC5CCCC5)CC4)cc3c(C(=O)O)c2C1 (stereo not given)
    7	6	16	2	9	16	?
> Cc1sc2ncnc(-n3nnc4ccccc43)c2c1C
    15	-4	2	-2	15	-1	?
> COc1ccc(NS(=O)(=O)c2cc(C(=O)N3CCCCCC3)ccc2C)cc1
    7	0	-2	0	-12	3	-3
> C[C@H](CO)N1C[C@H](C)[C@@H](CN(C)Cc2ccc3c(c2)OCO3)Oc2ccc(NS(=O)(=O)c3cn(C)cn3)cc2CC1=O
    -4	-9	3	.	8	.	45*
> c1ccc(Cc2nc3ccccc3[nH]2)cc1
    -31	-5	0	-4	-4	1	2
> C[C@H]1CN([C@@H](C)CO)C(=O)c2cc(NS(=O)(=O)c3ccc(F)cc3)ccc2O[C@@H]1CN(C)Cc1ccc(C(F)(F)F)cc1
    -1	1	-7	1	-11	2	-2
> CCc1csc(N2[C@H](CO)[C@H](c3ccccc3)[C@@H]2CN(C)C(=O)C2CCC2)n1
    -2	0	.	-2	.	0	12
> CCOc1ccc(C(=O)NC(=S)Nc2cc(C)ccn2)cc1[N+](=O)[O-]
    7	-4	-4	-2	17	-2	-5
> O=C1CSCN1c1ccc(Cl)cc1
    -7	40	-5	-4	1	-4	?
> CN1CN(C)c2ccc([N+](=O)[O-])c3cccc1c23
    13	-10	-2	-2	-15	-2	-5
> CN(CCCNC(=O)CCC(=O)N1CCOc2ccc(Cl)cc21)Cc1ccccc1
    1	-5	5	4	-25	-3	-3
> COc1ccc(S(=O)(=O)Nc2ccc3c(c2)C(=O)N([C@@H](C)CO)C[C@@H](C)[C@H](CN(C)C(=O)NC2CCCCC2)OCCCC[C@H](C)O3)cc1
    -1	1	-3	-1	1	2	-3
> CC(C)CCNC(=O)CNC(=S)N(CCCN1CCOCC1)Cc1cccs1
    .	-1	-6	.	15	.	.
> CCOC(=O)CCCCCC(=O)Nc1ccc2c(c1)C(=O)N([C@@H](C)CO)C[C@@H](C)[C@H](CN(C)S(=O)(=O)c1cccs1)OCCCC[C@H](C)O2
    0	5	.	-12	-17	-2	5
> O=C(CSc1nc2ccccc2s1)N/N=C/c1ccccc1C(=O)O
    -16	11	16	-12	-56	2	-3
> COc1ccc[nH]c1=O
    10	3	1	-2	.	1	-8
> O=C(O)c1cc(OCc2ccccc2)cc(OCc2ccccc2)c1
    6	11	0	1	-12	.	8
> Cc1cc(C)nc(/N=C(/NC(=O)Nc2ccc(Cl)c(Cl)c2)Nc2cccc(Cl)c2)n1
    .	-4	-2	.	19	.	.
> Nc1n[nH]c(C2CC2)c1N=Nc1ccc(Cl)c(Cl)c1
    -24	-36	.	-2	-2	0	4
> C[C@@H]1CN([C@@H](C)CO)C(=O)c2cc(N(C)C)ccc2O[C@H]1CN(C)S(=O)(=O)c1ccc(Cl)cc1
    -1	14	11	-6	1	3	0
> O=C(/C=C/c1ccccc1Cl)Nc1cccc(S(=O)(=O)NC2=NCCCCC2)c1
    .	-33	3	.	-31	.	.
> COc1ccc(C#Cc2ccc3c(c2)[C@@H]2[C@@H](CCN2C(=O)c2ccncc2)[C@@H](CO)N3C)cc1
    7	0	19	-1	0	3	-20
> C[C@H](CO)N1C[C@H](C)[C@@H](CN(C)C(=O)NC2CCCCC2)Oc2ccc(NS(C)(=O)=O)cc2CC1=O
    -4	3	2	-2	-5	1	-4
> O=C(C[C@H]1C=C[C@@H](NC(=O)C2CCC2)[C@H](CO)O1)NC1CCC1
    -7	21	-14	-1	-4	1	14
> CCCNc1nc2c(c(=O)[nH]c(=O)n2C)n1CCc1ccccc1
    -1	-5	-12	-1	34	3	0
> O=C(CNC(=O)c1ccccc1)OCC(=O)c1cccs1
    -1	8	-5	0	8	7	10
> O=C(c1ccccc1)c1cc2c(cc1[N+](=O)[O-])OCCO2
    -2	-17	31	0	5	4	-3
> CN1CCCN(C(=O)c2cc(-c3ccc(Cl)c(Cl)c3Cl)nc3ccccc23)CC1
    -9	7	-2	-4	-11	-3	8
> C[n+]1cccc2c(Br)ccc([O-])c21
    -48	22	25	-1	1	53*	-5
> CCN(CC)S(=O)(=O)c1ccc(N2CCOCC2)c(NC(=O)Cc2ccccc2)c1
    .	-9	-4	.	0	.	.
> CCOc1ccccc1N(CC(=O)Nc1ccccc1F)S(=O)(=O)c1ccccc1
    19	12	28	-2	-1	0	-8
> CSc1cccc(NC(=O)C2C3C=CC4(O3)C2C(=O)N(CCCN2CCOCC2)C4C(=O)NC2CCCCC2)c1 (stereo not given)
    -1	14	2	-3	3	1	3
> CCOC(=O)c1cc(-c2ccc(OC(F)F)cc2)nc2nc(SC)[nH]c(=O)c12
    0	2	-3	-4	-12	-2	17
> CC(=O)N(C)C[C@H]1Oc2cc(C#Cc3ccccn3)ccc2S(=O)(=O)N([C@@H](C)CO)C[C@@H]1C
    -9	8	-12	-1	.	3	-5
> O=C(Nc1cc(F)ccc1F)N[C@@H]1C=C[C@H](CC(=O)N2CCc3ccccc3C2)O[C@H]1CO
    6	-4	-9	3	3	3	2
> COc1cc(/C=C2\C(=O)NN(c3ccccc3)C2=O)ccc1OCC(N)=O
    -15	0	.	-2	-5	8	-3
> Cc1ccc(S(=O)(=O)Nc2cccc3c2O[C@@H](CN(C)Cc2ccc(-c4ccccc4)cc2)[C@@H](C)CN([C@H](C)CO)C3=O)cc1
    9	14	4	5	-1	-3	.
> CS(=O)(=O)N1CCCCC1c1cc(C(=O)Nc2cccc(C#N)c2)no1 (stereo not given)
    -27	-13	.	.	-37	-1	6
> C[C@@H]1CN([C@@H](C)CO)S(=O)(=O)c2ccc(Br)cc2O[C@H]1CN(C)C(=O)C1CCCCC1
    2&-5&-4	7&-3	-1	3&-9	-6&-9	1&-4	-3&-10

# Screens from PubChem BioAssay.
